High-throughput results deposited in PubChem by several laboratories.
Ins promoter up: MIN6 insulin promoter up-regulation | MIN6 insulin promoter-GFP reporter, high-content imaging; active compounds read high | z-score at 5 µM | 190,000 tested, 0.3% active | AID 1625;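 active means z-score above 3 at 5 µM with at least 500 cells counted in the well; inconclusive means wells under 500 cells, flagged as cytotoxic or low count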
Salmonella PhoP GFP: inhibitors of PhoP regulon expression, primary screen, Salmonella Typhimurium, GFP reporter (AID 1863); S. Typhimurium PhoP-regulated promoter GFP reporter, 4 h; higher % means a stronger effect; inhibition, % at 50 µM, or IC50 in µM where a hit was titrated; 300,000 tested, 0.16% active;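 active means inhibition over 29.93%, a cutoff 3 SD above the screen mean, later confirmed by dose response; inconclusive means inhibition over 29.93% but no dose response follow-up; inactive means inhibition at most 29.93% or unconfirmed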;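 further: 0% = low Mg2+ inducing control and 100% = high Mg2+ repressing control; strong numbers were not always called active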
Autophagy mod: modulators of autophagy; calls only at 10 µM (by protocol); 190,000 tested, 0.98% active; MEF GFP-LC3 puncta imaging; test concentration mostly 10 µM; AID 463193;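 active means percentage of spot-positive cells more than 3 SD above its plate mean, without a fluorescence outlier flag or 80% toxicity; inconclusive means no clear call, values can overlap the other calls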;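 further: spot-positive cell cutoff set from DMSO-treated cells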
ER stress rescue: protection against thapsigargin-triggered cell killing – 384-well, CSM14.1, ATP luminescence, primary screen (AID 1222) | cellular ATP content (survival), % at 20 µM; hits with a dose series show EC50 in µM | CSM14.1 thapsigargin-induced death rescue, ATP luminescence; higher % means a stronger effect | 190,000 tested, under 10 active;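 active means EC50 below 50 µM in the dose-response confirmation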;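 further: death triggered by thapsigargin at about 15 µM added after 2 h compound pretreatment; cell ATP read after overnight thapsigargin exposure of roughly 18 to 22 hours; normalized against plate controls of thapsigargin alone and 5% DMSO vehicle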
Lipid droplet: hepatic lipid droplet formation modulation | AML12 mouse hepatocytes, oleate lipid droplets, BODIPY imaging | inhibition, % at 6.5 µM | 240,000 tested, 0.4% active | AID 1656;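 active means lipid droplet intensity inhibited by at least 50%, with more than 500 cells counted; inconclusive means wells with under 300 cells, treated as cytotoxic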
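Assay system: AML12 hepatocytes (mouse); Probe or stimulus: oleic acid at 100 µM to induce lipid droplet formation; Dosing: compound at 6.5 µM only; Schedule: compound with oleate, overnight; Detection: fluorescence imaging, 20x objective, two fields per well; Measure: % inhibition of lipid droplet signal.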
Dynein cargo inh: dynein cargo transport inhibition. 3617.4 mouse cells, GR-EGFP nuclear translocation imaging; test concentration mostly 20 µM; stimulated with dexamethasone, 1 µM; active compounds read low. z-score, hits read low. 220,000 tested, 0.47% active. AID 1381;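 active means plate z-score of nuclear minus cytoplasmic receptor signal below a set negative limit, without overly bright fluorescence or cell loss, cut at about -3.5 in these data, passing the limit was not always enough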;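 further: z-score of nuclear minus cytoplasmic ring GR-EGFP intensity difference per well; some compounds called inactive have numbers as strong as hits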
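Also added: dexamethasone, 1.0 µM final. Medium: tet-free, stripped-serum medium. Detection: fixed, Hoechst-stained cells imaged at 10x for EGFP. Read-out: nuclear-to-cytoplasmic GR-EGFP distribution per well. Times: induction 48 h, compound 1 h, agonist 30 min.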
MT stabilizer: stabilizes microtubules in HeLa cells | % tubulin-high responders, % at 10 µM | HeLa tubulin immunostaining HCS, 24 h; share of cells brighter than vehicle mean+2SD | 200,000 tested, 0.83% active;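 active means plate Z-score above 3 for both tubulin-high and condensed-nucleus cell shares, with cell loss under 80%, at 10 µM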;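 further: anti alpha tubulin signal scored within the nucleus-defined area of each cell; some results filed as inactive read as strong as hits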
T cell modulator: modulates CD8 T cell binding to vesicles; calls only at 7 µM; 330,000 tested, 0.068% active; 2C CD8+ T cell-vesicle binding, flow cytometry; active compounds read low;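 active means response, share of CD8 T cells binding vesicles, and their 90th percentile fluorescence all below set limits, cut at about 80% in these data, passing the limit was not always enough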
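incubation = binding step 1.5 h, 37 °C, antibody labelling 20 min, ice | test system = 2C mouse CD8+ T cells | read-out basis = percent CD8+ FL2 mean versus row control | controls = Peptide-free naked vesicles (low) and QL9 vesicles with 0.7% DMSO vehicle (high) | detection = flow cytometry of vesicle-bound cells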
bCat nuc transl: alters nuclear translocation of beta-catenin in HeLa cells; AID 1665; immunofluorescence imaging; 190,000 tested, 0.3% active; nuclear translocation activity, % at 5 µM;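 active means nuclear translocation activity above 50% at 5 µM, with a well cell count of 50 or more; inconclusive means wells under 50 cells across six images, flagged as toxic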;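 further: per-cell ratio of nuclear to cytoplasmic median beta-catenin stain intensity; plate controls were DMSO negative control for no effect and GSK-3 inhibitor IX positive control for full effect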
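Technique: fluorescence imaging of beta-catenin antibody stain plus DAPI / Material: human HeLa cell line / Incubation: compound treatment 24 h, 37°C, 5% CO2 / Read-out basis: % activation of per-cell nuclear versus cytoplasmic median beta-catenin signal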
Dynein cargo inh cytoplasmic EGFP: also measured in Dynein cargo inh; calls as there; z-score; measured here: cytoplasmic GR-EGFP intensity; active compounds read high
Dynein cargo inh nuclear GR-EGFP: further read-out of Dynein cargo inh, marked with its call; z-score; measured here: nuclear GR-EGFP intensity;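 lower value marks the stronger effect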
Dynein cargo inh cell count: also measured in Dynein cargo inh; calls as there; z-score; measured here: cell count per field
Ins promoter up cell count: second read-out of Ins promoter up, no call of its own (marks repeat the call); cell count; measured here: cytotoxicity, nuclei count;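 total cells summed across four imaged fields per well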
Lipid droplet cells 6.5 µM: recorded beside Lipid droplet, whose call it bears; cell count; measured here: cell count, cytotoxicity flag;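 cells counted across two imaged fields per well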
bCat nuc transl cell count 5 µM: recorded beside bCat nuc transl, whose call it bears; cell count; measured here: cell count, cytotoxicity flag
T cell modulator vesicle-bound %: also measured in T cell modulator; calls as there; double positive events, %; measured here: CD8+ vesicle-bound cell fraction;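 binding gate set so that unloaded-vesicle control wells show 10% double positive cells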
MT stabilizer Hoechst-high %: recorded beside MT stabilizer, whose call it bears; % Hoechst-high responders; measured here: nuclear condensation Hoechst responders;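 share of cells brighter than vehicle mean plus two SD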
MT stabilizer cytotoxicity %: second read-out of MT stabilizer, no call of its own (marks repeat the call); toxicity, %; measured here: cytotoxicity by cell density;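 0% = mean cell density of plate MIN control wells and 100% = no cells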
Autophagy mod cell loss 18 h: second read-out of Autophagy mod, no call of its own (marks repeat the call); toxicity, %; measured here: cell loss, nuclei count;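 cell loss after 18 h compound exposure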
* marks the source's active call; other numbers are inactive results; i = inactive; ? = inconclusive; · = no result given.

SMILES | Ins promoter up | Ins promoter up cell count | Salmonella PhoP GFP | Autophagy mod | Autophagy mod cell loss 18 h | ER stress rescue | Lipid droplet | Lipid droplet cells 6.5 µM | Dynein cargo inh | Dynein cargo inh cytoplasmic EGFP | Dynein cargo inh nuclear GR-EGFP | Dynein cargo inh cell count | MT stabilizer | MT stabilizer Hoechst-high % | MT stabilizer cytotoxicity % | T cell modulator | T cell modulator vesicle-bound % | bCat nuc transl | bCat nuc transl cell count 5 µM
CCCCn1nc2cc(C(=O)NC3CCc4ccccc43)ccc2c1OCC (stereo unspecified) | 0.96 | 1591 | 0.0% | i | -33.7 | 0.8% | 7.4 | 654 | -0.0997 | -0.142 | 0.463 | -0.349 | 3.0 | 1.8 | 6.6 | · | · | 4.1 | 957
CN(CCO)c1cc(N2CCC3(CC2)OCCO3)c2nonc2c1[N+](=O)[O-] | -0.05 | 1432 | 2.2% | i | 5.3 | 11.5% | -1.4 | 607 | -0.599 | -0.191 | -0.463 | 0.755 | 1.3 | 1.9 | 7.3 | i | 47.1 | -2.8 | 529
COc1ccc(C(=O)N(CN2CCCC2=O)c2ccc(C)cc2)cc1 | 3.42* | 1357* | 4.7% | i | -4.3 | 9.5% | · | · | -0.503 | -0.447 | -0.22 | 0.502 | 2.8 | 1.5 | 11.3 | i | 23.4 | -1.6 | 1363
O=C(NC1CCCc2ccccc21)C1CCN(S(=O)(=O)c2ccccc2F)CC1 (stereo unspecified) | 0.47 | 1260 | 9.8% | i | 9.1 | -1.3% | -15.9 | 554 | 0.971 | -0.253 | 0.193 | -0.654 | 1.8 | 1.8 | 6.6 | i | 8.8 | -0.8 | 915
N#Cc1ccc(-c2ccco2)nc1SCc1ccccc1 | 0.65 | 1208 | -3.4% | i | 0.8 | 0.0% | · | · | -0.288 | -0.323 | 0.292 | -0.185 | 13.1 | 7.4 | 3.1 | i | 26.2 | 0.7 | 1044
CC1CCCN(C(=O)CNC(=O)Cn2ccc3ccccc3c2=O)C1 (stereo unspecified) | 0.82 | 983 | -0.4% | · | · | -0.4% | · | · | 0.0788 | -0.169 | 0.0608 | -0.167 | 1.4 | 2.6 | 6.4 | i | 37.3 | -1.5 | 1188
CC(C)NCC#CCOc1ccc(Cl)cc1 | 0.72 | 1631 | -2.5% | i | 3.6 | 2.1% | 7.8 | 675 | -0.293 | 0.426 | 0.596 | 0.703 | 4.3 | 2.6 | 9.3 | i | 50.0 | 1.4 | 942
O=S(NCc1ccco1)C12CC3CC(CC(C3)C1)C2 (stereo unspecified) | -0.27 | 1161 | 16.4% | i | -5.8 | 0.4% | -2.7 | 785 | -1.3 | -0.0422 | -0.379 | -0.442 | 2.1 | 2.1 | 6.0 | i | 24.5 | -0.1 | 1215
C/C(=N\NC(N)=S)c1ccc(-n2ccnc2)cc1 | 0.02 | 1015 | -2.2% | · | · | · | -2.2 | 710 | -0.612 | -0.806 | -0.64 | 0.541 | · | · | · | i | 50.1 | 1.1 | 1239
COc1ccc(C2/C=C\CN(S(=O)(=O)c3ccc(C)cc3)[C@H](Cc3ccccc3)C(=O)N2Cc2ccc(F)cc2)cc1 (stereo partly specified) | · | · | 4.6% | · | · | · | -18.0 | 622 | -0.076 | -0.724 | 0.00371 | 0.125 | · | · | · | i | 15.6 | 0.0 | 1020
CCOC(=O)c1cc(NC(=O)N2CCCc3ccccc32)c(C)nc1C | 0.4 | 1185 | 16.2% | i | -2.6 | · | · | · | 0.287 | -0.192 | 0.312 | 0.135 | 1.7 | 1.1 | 4.6 | i | 14.8 | -1.7 | 971
CCOc1ccc(S(=O)(=O)NC(C)C)cc1C(N)=O | -0.34 | 1454 | 3.0% | i | -0.5 | 0.5% | 1.0 | 763 | 0.971 | -0.269 | 0.493 | -2.16 | 2.6 | 1.5 | 6.7 | i | 43.6 | 0.3 | 1488
COC(=O)CC(=O)CSc1nc2c(cc1C#N)CCCCC2 | · | · | 0.8% | i | -9.8 | -4.7% | 17.6 | 739 | -0.522 | -0.0306 | -0.405 | 0.456 | 3.1 | 2.0 | 3.6 | i | 9.3 | · | ·
COc1ccc(C2CC2/C(=N/O)c2ccccc2)cc1 (stereo unspecified) | -0.14 | 1318 | 2.2% | i | -2.4 | -0.7% | -1.0 | 705 | 0.568 | -0.345 | -0.318 | -0.326 | 2.7 | 2.5 | 9.2 | i | 22.8 | 2.7 | 1089
C#CCOCCOCCOCCNc1nc(N2CCN(C(=O)[C@H](Cc3ccc(O)cc3)n3cc([C@@H](N)C(C)CC)nn3)CC2)nc(N2CCN(C(=O)[C@H](CCCCN)n3cc([C@@H](N)CO)nn3)CC2)n1 (stereo partly specified) | 0.33 | 1432 | -2.5% | i | 7.7 | -2.1% | 3.0 | 708 | 0.0885 | -0.287 | 0.444 | -0.372 | 2.9 | 1.3 | 4.5 | i | 30.2 | -2.4 | 1141
CC(=O)c1ccc(NC2=C(N3CCOCC3)C(=O)c3ccccc3C2=O)cc1 | -1.98 | 1173 | 3.4% | i | 22.5 | -1.4% | · | · | -1.85 | 0.0725 | -0.248 | 7.34 | 6.7 | 3.9 | 4.5 | i | 50.1 | 0.7 | 1311
COc1ccc(CN2CCNC(=O)C2CC(=O)NCCC2=CCCCC2)cc1OC (stereo unspecified) | -0.34 | 1384 | 1.5% | i | -4.6 | -1.1% | 5.0 | 706 | -0.341 | -0.293 | -0.108 | 0.873 | 1.2 | 1.4 | 5.0 | i | 41.3 | -0.7 | 1053
COc1ccc(N(CC(=O)NCCSC2CCCCC2)S(C)(=O)=O)c(OC)c1 | · | · | 0.5% | i | -2.6 | -0.5% | -1.7 | 751 | 0.77 | -0.157 | 0.0941 | 0.0173 | 1.6 | 2.2 | 13.5 | i | 31.1 | · | ·
O=C(/C=C/c1cccc(F)c1)N1CCN(c2ccccn2)CC1 | 0.72 | 989 | 8.7% | · | · | · | 13.5 | 665 | 0.368 | -0.111 | 0.405 | -0.984 | · | · | · | i | 20.7 | 1.4 | 1348
CC(=O)c1cc(NC(=O)c2ccc(C)cc2)c(=O)oc1C | 0.02 | 1293 | 1.3% | i | -2.2 | 0.2% | 24.6 | 705 | 0.131 | -0.33 | 0.295 | -0.128 | 0.1 | 3.2 | 4.4 | i | 28.7 | -0.8 | 1091
CC1CCN(c2ccc(NC(=O)c3ccccc3[N+](=O)[O-])cc2)CC1 | · | · | 1.5% | i | -8.5 | -2.0% | -9.8 | 527 | -0.211 | -0.338 | -0.12 | 0.272 | 1.7 | 1.0 | 3.5 | i | 36.8 | 0.8 | 1500
O=C(CSc1nc2ccccc2c(=O)n1-c1ccc(F)cc1)Nc1ccc(N2CCOCC2)cc1 | -0.41 | 1454 | 2.3% | i | 36.0 | 0.9% | -30.1 | 634 | 0.496 | -0.268 | 0.121 | 0.386 | 11.2 | 6.0 | 2.3 | i | 32.7 | -2.8 | 1152
COc1ccc(C2CC(c3ccccc3)=NN2c2ccc(Cl)c(C(=O)O)c2)cc1 (stereo unspecified) | 0.4 | 1410 | -0.3% | i | 28.6 | -1.6% | -5.4 | 661 | 3.36 | -0.257 | 1.34 | -1.23 | 1.8 | 2.3 | 4.3 | i | 24.5 | 1.8 | 957
Cc1ccsc1/C=C/C1=Cc2c(sc(NC(=O)CSc3n[nH]c(N)n3)c2C#N)C(C)(C)C1 | · | · | -36.8% | i | 6.0 | -0.1% | 12.0 | 777 | -3.58* | 0.682* | -1.92* | 0.961* | 4.0 | 3.3 | 6.3 | i | 57.0 | · | ·
COc1ccccc1/C=N/NC(=O)c1ccc(NC(=O)c2ccccc2Br)cc1 | -0.14 | 1242 | 7.1% | i | -10.3 | -4.2% | 0.5 | 744 | -0.0696 | -0.3 | -0.38 | 0.601 | 2.4 | 3.4 | 9.7 | i | 21.0 | · | ·
CCOC(=O)c1cc2occc2n1CCCN1C(=O)c2ccccc2C1=O | 0.23 | 1002 | 22.0% | i | 2.9 | -0.5% | · | · | -0.529 | -0.076 | -0.309 | 0.732 | 2.1 | 1.8 | 11.0 | i | 17.7 | · | ·
CC(=O)c1cnn(-c2cc(Oc3ccc(F)cc3)ncn2)c1C | · | · | -8.6% | i | 33.0 | -1.0% | 11.2 | 745 | 2.2 | 0.23 | 1.87 | -2.08 | 1.5 | 1.6 | 5.5 | i | 21.6 | · | ·
O=C(Nc1ccc(N2CCCC2)cc1)c1ccc2ccccc2c1 | -0.14 | 1389 | ? | i | -6.8 | -2.5% | -6.2 | 700 | -1.03 | -0.148 | -0.318 | 0.467 | 4.5 | 3.9 | 5.0 | i | 52.3 | · | ·
